Screening data (PubChem BioAssay)
TPT1 inhibitor: Candida albicans TPT1 enzyme inhibitors, primary screen, biochemical, fluorescence polarization. recombinant caTPT1, FP RNA substrate dephosphorylation. inhibition, % at 5 µM. tRNA 2'-phosphotransferase TPT1 (Candida albicans SC5314). AID 1962, 2009. actives 0.81% (n = 300,000);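 active = inhibition above the mean of all tested compounds plus 3 SD, set per screening campaign, cut at about 24% in these data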;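 also: plate controls were DMSO alone for no effect and ferristatin control at 100 nM for full effect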
GASC-1 inh: inhibitors of GASC-1 histone demethylase, primary screen, biochemical, fluorescence, DELFIA europium | actives 0.069% (n = 330,000) | GST-JMJD2C(1-420) H3K9me3 demethylation | Lysine-specific demethylase 4C (Homo sapiens), Q9H3R0 | inhibition, % at 2.35 µM;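 active = more than half of a compound's replicate wells show inhibition beyond 50%, single wells judged on their own value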;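 also: signal counts dimethyl H3K9 product captured on neutravidin plate; 0% = median of DMSO wells and 100% = 0.3 times that DMSO median; strong numbers were not always called active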
Fh CTSL1 inh: Fasciola hepatica cathepsin L1 inhibitors, primary screen, counter-screen for PFM18AAP inhibitor project, biochemical, QFRET, fluorogenic peptide substrate; recombinant F. hepatica cathepsin L1, Z-Leu-Arg-MCA fluorescence; inhibition, % at 5.96 µM; actives 0.49% (n = 300,000); AID 1906, 2009;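 active = inhibition above the mean of all tested compounds plus 3 SD, set per screening campaign, cut at about 17% in these data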;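 also: 0% = plate median of test compound wells and 100% = 1 µM Z-Phe-Ala-diazomethylketone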
CR mimetic SO: reduction of superoxide in aged yeast, primary screen, HTS. S. cerevisiae aged cells, superoxide DHE fluorescence; hits give low values. superoxide response (% of plate mean), % at 10 µM. actives 0.18% (n = 330,000);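 active = superoxide response under a set limit, about three screen SD below normal, cut at about 65% in these data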;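 also: yeast aged for seven days with compound at 30 °C before DHE staining; 100% = average MFI of all compound-treated wells on the plate with controls excluded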
PP5 primary: PP5 phosphatase inhibitors, primary screen, biochemical, fluorescence. inhibition, % at 6.7 µM. actives 0.18% (n = 320,000). purified PP5c, OMFP substrate fluorescence;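 active = inhibition above the campaign's mean inhibition across all tested compounds plus 3 SD, cut at about 9.5% in these data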;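 also: 0% = DMSO only and 100% = 100 µM cantharidin control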
Target sequence (P53041 whole entry, looked up): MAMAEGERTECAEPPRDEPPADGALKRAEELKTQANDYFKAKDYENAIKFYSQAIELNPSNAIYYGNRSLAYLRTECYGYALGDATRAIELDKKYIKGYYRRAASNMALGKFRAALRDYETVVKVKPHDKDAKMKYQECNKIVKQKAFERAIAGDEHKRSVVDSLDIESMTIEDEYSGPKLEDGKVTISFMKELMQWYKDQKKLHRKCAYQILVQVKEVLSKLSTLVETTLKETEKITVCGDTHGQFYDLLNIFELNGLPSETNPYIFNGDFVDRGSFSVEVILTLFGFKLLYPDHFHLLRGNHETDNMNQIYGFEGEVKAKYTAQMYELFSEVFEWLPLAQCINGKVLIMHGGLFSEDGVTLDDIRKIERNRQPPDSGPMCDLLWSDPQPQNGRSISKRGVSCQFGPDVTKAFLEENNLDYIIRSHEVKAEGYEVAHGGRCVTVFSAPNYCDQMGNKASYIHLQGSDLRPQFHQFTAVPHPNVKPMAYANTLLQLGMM
core dimer inh: inhibitors of HCV core protein dimerization, primary screen, biochemical, TR-FRET, high-throughput. AID 1899, 2009. TR-FRET GST/Flag-core106 dimerization, 1536-well. inhibition, % at 5 µM. actives 0.33% (n = 300,000);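 active = inhibition above the mean of all tested compounds plus 3 SD, set per screening campaign, cut at about 45% in these data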
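System – GST-tagged and Flag-tagged HCV core protein residues 1-106 · Repeats – one well for each compound · Technique – TR-FRET 671 and 617 nm emission · Doses – one concentration, 5 µM, in 0.5% DMSO · Times – 4 h, 22.5 °C incubation · Also added – Eu donor and XL665 acceptor anti-tag antibodies · Measure – percent inhibition of core106 dimerization signal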
ZTA DNA inh: counter-screen for EBNA-1 inhibitors: inhibitors of Epstein-Barr virus ZTA; ZTA-DNA binding, fluorescence polarization; inhibition, % at 11 µM; actives 0.15% (n = 320,000); in the data active = inhibition above about 33%
Target sequence (P03206 whole entry, looked up): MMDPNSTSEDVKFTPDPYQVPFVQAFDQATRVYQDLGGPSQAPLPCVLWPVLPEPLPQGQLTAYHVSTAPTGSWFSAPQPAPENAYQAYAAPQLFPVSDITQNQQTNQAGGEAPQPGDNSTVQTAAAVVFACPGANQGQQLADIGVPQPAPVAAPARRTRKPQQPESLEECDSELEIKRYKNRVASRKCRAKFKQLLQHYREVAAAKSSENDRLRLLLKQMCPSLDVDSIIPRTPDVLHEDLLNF
PP1 counter: PP1-alpha phosphatase inhibitors, primary screen, counter-screen for PP5 inhibitor project, biochemical, fluorescence, OMFP substrate, single point; actives 0.9% (n = 320,000); inhibition, % at 6.7 µM; purified PP1alpha; AID 2235, 2010; Serine/threonine-protein phosphatase PP1-alpha catalytic subunit (Homo sapiens), P62136;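 active = inhibition above the mean inhibition of all tested compounds plus 3 SD, computed separately for each screening campaign, cut at about 15% in these data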
Target sequence (P62136 whole entry, looked up): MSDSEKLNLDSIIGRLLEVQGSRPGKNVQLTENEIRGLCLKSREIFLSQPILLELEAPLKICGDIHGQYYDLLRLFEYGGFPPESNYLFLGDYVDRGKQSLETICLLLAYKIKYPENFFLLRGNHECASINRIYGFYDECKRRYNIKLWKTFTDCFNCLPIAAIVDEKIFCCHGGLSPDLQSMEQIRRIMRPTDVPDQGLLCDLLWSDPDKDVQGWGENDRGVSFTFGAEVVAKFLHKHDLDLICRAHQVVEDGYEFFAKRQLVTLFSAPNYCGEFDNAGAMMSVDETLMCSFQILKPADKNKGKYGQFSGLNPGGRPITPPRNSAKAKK
EBNA-1 inhibitor: EBNA-1 DNA-binding inhibitors, primary screen, biochemical, fluorescence polarization; AID 1950, 2009; inhibition, % at 14.8 µM; actives 0.34% (n = 300,000); in the data active = inhibition above about 28%
An asterisk follows results filed as active; / = not tested or not shown; & = joins results of further samples.

canonical_smiles	TPT1 inhibitor	GASC-1 inh	Fh CTSL1 inh	CR mimetic SO	PP5 primary	core dimer inh	ZTA DNA inh	PP1 counter	EBNA-1 inhibitor
COc1cc(NC(=O)C(C)Oc2ccccc2)c(C(=O)O)cc1OC (configuration not stated)	-6	-2	-3	105	0.3	-5	13	-2	-1
CN(Cc1ccccc1)CC(O)COc1ccc(CNCc2cc3ccccc3s2)cc1 (configuration not stated)	-4	101	-2	101	-0.4	-17	0	-2	-7
O=C(NC1CCCC1)C(=O)c1c[nH]c2ccccc12	-1	2	3	98	2.4	0	1	-5	10
CCC(=O)c1cc(F)ccc1OCC(=O)N1CCN(c2ccc(F)cc2)CC1	0	27	-2	96	0.7	5	-14	9	-8
CN1CCC(=NNC(=O)C(=O)NC2CCCCC2)CC1	-2	5	0	87	-2.1	-3	8	-6	0
Nc1nc2n(n1)C(=O)CC(c1ccc(Cl)cc1)N2 (configuration not stated)	1	10	-1	103	-0.2	0	2	1	-3
CCc1nnc(NC(=O)COc2ccc3c(c2)OCO3)s1	-5	-13	-3	98	-0.9	1	-5	-2	1
COc1cccc(/C=C2\SC(=N)N(c3ccc(F)cc3)C2=O)c1	-1	12	5	108	-1.1	3	18	-3	4
Cc1nc2c(C(=O)NCc3ccco3)cnn2c(C)c1Cc1ccc(F)cc1Cl	3	-6	0	113	5.8	8	-9	4	-4
Cc1cc(C)n(CC(=O)NNC(=O)COc2ccc(Cl)cc2Cl)n1	/	-2	/	91	1.0	/	13	-1	/
N#CC(C#N)=C1C=C2C=C(N3CCCCC3)CCC2CC1 (configuration not stated)	3	3	8	70	-66	-21	1	-88	-4
O=C(NCc1ccccn1)C(=O)NN=C1CCCCCCC1	0	2	-3	95	-4.5	0	6	-4	5
COc1cccc(/C=N/NC(=O)c2ccc(N(C)S(=O)(=O)c3ccccc3)cc2)c1OC	1	5	1	80	4.2	4	6	2	2
COc1ccc(-c2[nH]ncc2CN2CCSCC2)c(OC)c1	2	1	0	90	-0.3	-1	-4	-3	-16
CC1=CC(C)(C)N(C(=O)CSc2nncn2C)c2ccccc21	0	-9	-3	118	0.2	12	10	-3	-2
Cc1ccc(N=C2CSC(=O)N2)cc1	0	-4	-1	86	-2.8	0	20	-7	4
CN(C)C(=O)C1OC(C)(C)OC1C(=O)N(C)C (configuration not stated)	-4	6	4	100	-0.8	-1	-12	-2	4
CCN(Cc1ccccc1)S(=O)(=O)c1ccc(S(=O)(=O)N2CCN(CCC#N)CC2)cc1	-3	3	0	102	-1.2	2	9	0	3
C/C(=N\NC(N)=S)c1ccncc1	-2	-33	3	114	0.1	-2	-34	7	-7
COCCn1c(SCC(=O)Nc2ccc(Cl)cn2)nnc1-c1ccncc1	3	/	-2	115	2.4	0	-5	-6	3
CCCCn1c(N)c(N(CCC(C)C)C(=O)c2cc(-c3ccco3)nc3ccccc23)c(=O)[nH]c1=O	3	12	0	99	0.7	49*	-3	3	51*
O=C(CCc1ccccc1)Nc1nccs1	2	-6	9	104	1.8	-6	7	1	-4
O=C(O)c1cccc(NC(=S)NC(=O)c2cccc(OCc3ccccc3)c2)c1	0	-5	-2	107	-2.8	9	10	2	15
CN(C)N=Nc1nc2c(c(=O)n(C)c(=O)n2C)n1CC1CO1 (configuration not stated)	-3	12	0	109	-1.4	3	9	-1	-3
CCOCCCNC(=S)N1CCN(Cc2ccc3c(c2)OCO3)CC1	-2	-4	0	96	-1.8	2	18	5	-5
O=C(CN(Cc1ccc(F)cc1)C(=O)CNS(=O)(=O)c1ccccc1)NCC1CCCO1 (configuration not stated)	-4	9	-6	100	-0.1	12	9	-2	0
Cn1c(SCc2cccnc2)nc2c(c1=O)SCC2	0	-3	12	100	-0.6	3	7	1	3
Cn1nc(CC(=O)N2CCN(c3ccccc3)CC2)c2ccccc2c1=O	1	6	0	94	0.4	-9	-14	3	-3
Cc1cc(F)ccc1S(=O)(=O)NCC(c1cccnc1)N1CCc2ccccc21 (configuration not stated)	2	3	-5	86	0.2	0	4	0	3
CN(NC1OC(=O)c2ccccc21)c1ncc(Cl)cc1C(F)(F)F (configuration not stated)	-5	-23	7	94	0.7	-4	-3	-8	12

Continued; the last two above are carried over.
canonical_smiles	TPT1 inhibitor	GASC-1 inh	Fh CTSL1 inh	CR mimetic SO	PP5 primary	core dimer inh	ZTA DNA inh	PP1 counter	EBNA-1 inhibitor
Cc1cc(F)ccc1S(=O)(=O)NCC(c1cccnc1)N1CCc2ccccc21 (configuration not stated)	2	3	-5	86	0.2	0	4	0	3
CN(NC1OC(=O)c2ccccc21)c1ncc(Cl)cc1C(F)(F)F (configuration not stated)	-5	-23	7	94	0.7	-4	-3	-8	12
FC(F)(F)c1cc(-c2ccccc2)nc(N2CCCCC2)n1	3	4	-1	96	2.1	-5	10	1	-1
CC(=O)Nc1ccc(NC(=O)Cn2cnc3c(nnn3Cc3ccc(F)cc3)c2=O)cc1	-3	4	-1	98	0.2	14	4	1	5
Cc1ccc(S(=O)(=O)C2(C(=O)Nc3ccc4c(c3)OCO4)CC2)cc1	0	-6	-6	89	1.6	1	-14	-1	-2
O=C(COCc1cc(-c2ccc3c(c2)OCO3)on1)N1CCN(c2ccccc2)CC1	-3	10	-1	94	4.2	3	15	-3	-5
CC(=O)c1cccc(NC(=O)CC2SC(N3CCCCC3)=NC2=O)c1 (configuration not stated)	-5	-3	2	91	-1.6	-15	-9	-2	1
CCOC(=O)C(C#N)=C1CCN(Cc2ccccc2)CC1	-7	-4	4	104	-1.8	6	-6	-2	-12
O=C(Cn1nnc(-c2cccs2)n1)N1c2ccccc2Sc2ccc(C(F)(F)F)cc21	4	-16	-2	95	1.6	22	12	3	-2
O=C(CCCN1C(=O)NC2(CCCC2)C1=O)NCc1ccccc1	/	4	/	108	0.9	/	-5	-8	/
Cc1cc(C)n2nc(SCc3nnc(-c4cccs4)o3)nc2n1	-1	-1	-5	105	2.2	-10	-14	0	6
COc1ccc(C(=O)NCC(=O)OCc2ccc(Br)cc2)cc1	-1	-5	-19	84	1.7	12	9	-2	-2
Cc1sc2nc3ccc(N4CCCCC4)nn3c(=O)c2c1C	0	0	-3	102	1.2	-4	-19	2	4
CCN(CC)S(=O)(=O)c1ccc(OC(C)C)nc1	0	6	-1	120	-2.2	3	7	-4	-1
Cc1ccc(S(=O)(=O)NCCCCCC(=O)Nc2cccc(C)c2)cc1	-1	-8	1	104	5.4	1	-1	1	-1
Cc1noc(NS(=O)(=O)c2ccc(NC(=O)c3ccc(N4C(=O)c5ccccc5C4=O)cc3)cc2)c1C	2	4	-1	106	3.0	2	5	10	-12
Cc1ccccc1/C(N)=N/O	-3	-3	-1	86	-1.9	3	1	-3	-1
Cc1ccccc1NC(=O)C1(NC(=O)c2cccc(N3C(=O)CSC3c3ccccc3)c2)CCCCC1 (configuration not stated)	17	3	-2	102	2.4	8	-3	-2	-3
Cc1cccc(CCN(CC(=O)NC2CCCCC2)C(=O)c2csnn2)c1	3	-3	-2	109	-0.3	-15	10	-4	6
CC(C)(C)n1nnnc1C(c1cccnc1)N1CCN(c2cccc(C(F)(F)F)c2)CC1 (configuration not stated)	-1	4	-3	94	1.6	2	24	2	5
COc1ccc(Cl)cc1NC(=O)CN(C)C(=O)c1cc2c(F)cccc2s1	/	-12	/	90	3.0	/	-4	-7	/
Cc1ccccc1NC(=S)N(CCCN1CCOCC1)Cc1cccs1	2	-8	1	99	0.3	5	13	0	-4
COc1ccc(Cl)cc1Nc1nc(C)nc2c1nnn2Cc1ccccc1	-3	6	0	102	1.5	-5	-2	2	-14
OC(c1nnc(-c2ccccc2)o1)c1cccs1 (configuration not stated)	3	0	1	101	2.0	8	7	0	-5
CC(C)(C)SC(=O)CC1NS(=O)(=O)OCC1NC(=O)OCC(Cl)(Cl)Cl (configuration not stated)	-1	-5	0	119	-3.0	-7	0	5	2
COc1ccc2sc(N(CCN(C)C)C(=O)/C=C/c3cccs3)nc2c1	-5	-6	2	111	2.0	-3	-3	0	2
CC1(C)CC(=O)C(Sc2nnc(-c3ccc(NS(C)(=O)=O)cc3)n2Cc2ccco2)C(=O)C1	1	-7	2	107	7.2	4	0	-3	3
CCC1C(=O)Nc2ccccc2N1C(=O)c1ccc(Cl)nc1 (configuration not stated)	-4	3	0	97	2.0	9	0	-2	7
Cc1ccc(S(=O)(=O)Nc2cc(-c3nn(C)c(=O)c4ccccc34)ccc2N2CCOCC2)cc1	-1	3	0	88	1.9	5	-4	-3	0
CCOC(=O)c1c(C)noc1CP(=O)(c1ccccc1)c1ccccc1	1	-10	8	86	1.8	1	10	-7	-5
O=C(O)c1nn(CC(=O)N2CCCCCC2)c(=O)c2ccccc12	-1	7	0	106	-1.6	1	2	8	-2
Cc1ccc(N2C(=O)C(CN3CCOCC3)C2c2ccccc2)cc1 (configuration not stated)	-3	0	-2	74	-2.0	-6	-2	-3	-3

More results.
canonical_smiles	TPT1 inhibitor	GASC-1 inh	Fh CTSL1 inh	CR mimetic SO	PP5 primary	core dimer inh	ZTA DNA inh	PP1 counter	EBNA-1 inhibitor
Clc1ccc(OCCn2cnc(Cl)c2Cl)cc1	0	10	3	104	7.6	-3	-3	-5	-10
COc1ccc(S(=O)(=O)NCC2CCCN(C(=O)CC3CCCC3)C2)cc1 (configuration not stated)	-1	-1	7	108	-0.3	0	-7	-5	1
OC[C@H]1OC(O)[C@H](O)[C@@H]1O (some centres not stated)	0	/	-3	101	-2.3	10	8	-6	11
COc1ccc(CN2C(=O)CCCc3ccccc32)cc1	0	0	1	111	-1.3	2	5	-1	2
O=C(Cn1cnc2c(cnn2-c2ccc(F)cc2)c1=O)N1CCCc2ccccc21	-5	6	-3	87	2.0	-3	12	-1	5
CCOC(=O)C(Cc1ccccc1)NS(=O)(=O)c1ccc(NC(C)=O)cc1 (configuration not stated)	-1	6	-6	103	0.8	-1	2	-6	-2
CCOc1ccc(CN2CCN(C(=O)c3cccc4ccccc34)CC2)cc1	2	-3	-4	99	2.8	-1	-8	4	1
Cc1onc(-c2ccccc2Cl)c1C(=O)OCC(=O)c1ccccc1	-3	7	-1	93	3.8	5	23	-2	9
Cc1cccc(OCCC(=O)Nc2ccccc2C(N)=O)c1	-1	12	0	98	-0.8	-6	6	-3	-1
CC(OC(=O)CSc1ccc([N+](=O)[O-])cc1)C(=O)NCc1ccccc1 (configuration not stated)	-2	2	3	90	-1.7	-2	-6	0	-20
Cc1cccnc1NC(=O)C1c2ccccc2Oc2ccccc21	-1	7	5	92	-0.3	-1	4	-6	-9
Cn1c(CNC(=O)CNC(=O)Cc2ccccc2)cc(=O)n(C)c1=O	-2	73	0	100	-2.3	-2	10	-2	-8
C=CCn1c(Cc2cccs2)nnc1SCC(=O)Nc1ccc(OC)c(OC)c1	2	-3&-2	3	111	-2.0	3	0	0	-11
CN(C)S(=O)(=O)c1ccc(C(=O)NCC(=O)N/N=C/c2cccs2)cc1	-1	-2	-4	85	1.7	-5	-4	-4	1
CCOc1ccc(CCNC(=O)COC(=O)c2cc(=O)[nH]c3ccccc23)cc1OCC	1	-3	9	99	-4.7	-1	-1	-8	3
